Assay outcomes: PubChem, several laboratories
PKA-R2B act: activates the human PKA-R2B holoenzyme complex. P22694+P31323. 340,000 tested, 0.079% active. AID 504700. PKA-R2B holoenzyme dissociation, Cy5-IP20 fluorescence polarization; R2B truncated from residue 108, S112A mutant; 0% DMSO only, 100% 113 µM cGMP. activation, % at 11.4 µM;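 active means activation above a cutoff set at the mean over all compounds plus 3 SD, cut at about 18% in these data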;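 further: higher means more holoenzyme dissociation and a rise in polarization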
V-ATPase pHluor: alters yeast V-ATPase proton transport; S. cerevisiae, pHLuorin cytosolic pH fluorescence; response, % at 10 µM; 350,000 tested, 0.37% active; AID 504577; in the data active means response mostly above about 7.3%, no sharp cut-off; inactive means mostly below about 5.4%; further: actives read high; inactives centre near 0; some compounds called inactive have numbers as strong as hits; reference of the scale not given here
PKA-R1A act: PKA-R1A complex activation. activation, % at 11.4 µM. 340,000 tested, 0.083% active. PKA-R1A dissociation, Cy5-IP20 fluorescence polarization; scaled: DMSO 0%, 113 µM cGMP 100%;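 active means percent activation above the mean of all tested compounds plus 3 SD, cut at about 19% in these data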;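 further: higher means more PKAc released from R1A so a rise in polarization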
DSG3 Ab inh: human desmoglein-3 autoantibody binding inhibition | 310,000 tested, 0.48% active | binding (percent of control), % at 10 µM | DSG3-coupled beads, scFv-anti-DSG3-GFP binding, flow cytometry; stronger effect = lower value;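 active means binding more than 3 SD below its plate's average and above zero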;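 further: hits lower antibody fragment binding to DSG3; some compounds called inactive have numbers as strong as hits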
Arrestin-AP2 inh: blocks beta-arrestin peptide binding to AP2 adaptin; FITC-arrestin peptide / GST-AP2 beads, flow cytometry; AP2 beta2 appendage carries R879A mutation; inhibition, % at 10 µM; 340,000 tested, 0.31% active;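 active means inhibition above a set limit, near 3 SD of compounds lacking own fluorescence, cut at about 54% in these data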;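 further: plate controls were DMSO wells for no effect and 5 µM unlabelled arrestin peptide for full effect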
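Material – GST-tagged AP2 beta2-adaptin appendage (R879A) on 4 µm glutathione beads · Probe or stimulus – fluorescein-tagged arrestin peptide at 50 nM final · Timing – 12 min plus 1 h, RT · Detection – bead flow cytometry, FITC channel · Read-out basis – inhibition as reduced fluorescein signal on beads, percent · Medium – PBS plus Tween 20 (0.05%) and BSA (0.1%)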
OPRM1-OPRD1 inv: inverse agonist of human OPRM1-OPRD1 heterodimerization | cell-based MOR-DOR heterodimer luminescence, inverse agonism | P35372+P41143 | 340,000 tested, 0.21% active | AID 504357 | inhibition, % at 9.3 µM; in the data active means inhibition above about 22%, passing the limit was not always enough;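 further: 0% = cells with DMSO and 100% = wells without cells with DMSO; values of inactives mirror those of a sister screen read the other way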
Target sequence (P35372 whole entry, looked up): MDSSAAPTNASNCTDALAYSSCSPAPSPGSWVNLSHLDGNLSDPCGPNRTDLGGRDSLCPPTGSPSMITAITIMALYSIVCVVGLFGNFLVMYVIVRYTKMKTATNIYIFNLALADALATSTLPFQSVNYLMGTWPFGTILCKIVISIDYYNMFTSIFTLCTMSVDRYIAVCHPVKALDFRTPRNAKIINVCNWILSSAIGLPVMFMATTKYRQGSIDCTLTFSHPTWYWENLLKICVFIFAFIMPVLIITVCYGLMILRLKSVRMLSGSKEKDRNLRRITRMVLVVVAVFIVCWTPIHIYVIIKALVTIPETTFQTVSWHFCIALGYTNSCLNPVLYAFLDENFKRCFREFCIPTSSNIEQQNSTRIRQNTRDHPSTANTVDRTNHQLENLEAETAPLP
Target sequence (P41143 whole entry, looked up): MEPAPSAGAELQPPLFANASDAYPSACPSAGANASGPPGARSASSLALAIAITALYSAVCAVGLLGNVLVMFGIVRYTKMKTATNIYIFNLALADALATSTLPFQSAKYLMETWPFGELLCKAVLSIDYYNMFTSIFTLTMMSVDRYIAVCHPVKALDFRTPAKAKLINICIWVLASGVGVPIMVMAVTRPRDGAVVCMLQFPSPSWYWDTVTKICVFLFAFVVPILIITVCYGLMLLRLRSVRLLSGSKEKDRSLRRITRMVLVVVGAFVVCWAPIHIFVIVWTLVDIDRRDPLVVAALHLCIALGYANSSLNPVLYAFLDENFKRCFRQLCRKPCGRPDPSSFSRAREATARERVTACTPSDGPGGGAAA
DAGLB inh: diacylglycerol lipase beta (human) inhibition; Q8NCG7; HEK293T DAGLB membrane lysate, EnzChek fluorogenic substrate; inhibition, % at 5.17 µM; 340,000 tested, 0.059% active; AID 504411; in the data active means inhibition above about 34%;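 further: 0% = enzyme with vehicle and 100% = wells lacking enzyme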
HTR5A inv ag: HTR5A inverse agonism, opioid heterodimer counter-screen | P47898 | HTR5A cell line, luminescence | inhibition, % at 9.3 µM | 340,000 tested, 0.083% active; in the data active means inhibition mostly above about 23%, no sharp cut-off; inactive means mostly below about 18%;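 further: 0% = cells with DMSO and 100% = no-cell wells with DMSO; some compounds called inactive have numbers as strong as hits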
OPRM1-OPRD1 ag: agonists of human mu-delta opioid receptor heterodimerization | P35372+P41143 | cells, OPRM1-OPRD1 heterodimerization, luminescence | activation, % at 9.3 µM | 340,000 tested, 0.3% active; in the data active means activation above about 18%;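 further: 0% = vehicle-treated cells and 100% = reference agonist; values of inactives mirror those of a sister screen read the other way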
HTR5A ag: counter-screen for OPRM1-OPRD1 agonists: human HTR5A agonism; HTR5A agonist assay, luminescence, cell-based; activation, % at 9.3 µM; 340,000 tested, 0.61% active; in the data active means activation mostly above about 9.5%, no sharp cut-off; inactive means mostly below about 7.6%;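 further: 0% = cells with vehicle only and 100% = reference agonist; strong numbers were not always called active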
Numbers without * were called inactive; · = not tested or not shown.

SMILES	PKA-R2B act	V-ATPase pHluor	PKA-R1A act	DSG3 Ab inh	Arrestin-AP2 inh	OPRM1-OPRD1 inv	DAGLB inh	HTR5A inv ag	OPRM1-OPRD1 ag	HTR5A ag
O=C(CS(=O)c1cccc(Cl)c1)Nc1ccccc1Cl (stereo unspecified)	3	0	5	100	5	8	0	-12	-1.7	4
CCN(CC)S(=O)(=O)c1ccc(C(=O)NCC(=O)NC2CC2)cc1	-2	0	13	96	3	12	0	8	-1.8	-3
O=c1[nH]c(CN(CCc2ccccc2)S(=O)(=O)c2ccc(Cl)cc2)nc2ccccc12	-6	-5	4	94	-1	-31	-1	-3	5.2	1
CCOc1ccccc1N1CC(C(=O)NCCC2=CCCCC2)CC1=O (stereo unspecified)	-10	-1	-8	104	-3	-5	-2	-17	0.8	-2
COc1cc(CC(=O)NCCCc2ccccc2)cc(OC)c1OC	-7	-1	-10	103	7	1	2	-5	-0.1	0
CN(C)CCNC(=O)c1ccccc1-c1cc2ccccc2c(=O)o1	-13	-4	-6	114	-7	12	-1	1	-2.5	0
COc1ccc(C(=O)N2CCN(c3ccc(F)cc3)CC2)cc1S(=O)(=O)NC1CC1	-3	-1	-9	105	-2	12	1	-36	-2.9	15
CCN(CC)S(=O)(=O)c1ccc(OC)c(NC(=O)CC2CCCC2)c1	-6	-1	-6	117	-5	-2	0	-21	0.2	7
O=C(NC1CCSC1=O)c1ccc(Oc2cccc(C(F)(F)F)c2)nc1 (stereo unspecified)	-5	-2	1	104	26	10	-5	-10	-2.4	-2
Cc1ccc(/C=N/NC(=O)CNC(=O)COc2ccc(Cl)cc2)o1	13	-1	1	105	7	0	0	-2	0.1	-1
NCCC(=O)N1c2ccccc2Sc2ccc(Cl)cc21	-10	1	4	119	8	1	0	6	-0.1	-2
COc1ccc(Cl)cc1NC(=O)CN1CCN(S(=O)(=O)N2CCCCC2)CC1	-4	-1	3	·	-7	5	-1	2	-0.7	7
CCOC(=O)c1ccc(NC(=O)CN2C(=O)CNC2=O)cc1	2	4	12	106	12	0	0	6	0.1	2
Cc1ccccc1C1c2[nH]c3ccccc3c2CCN1Cc1cccn1-c1ncccn1 (stereo unspecified)	-2	5	-9	112	7	-22	2	-32	4.3	2
CCCC(=O)Nc1nc2ccc(NC(=O)c3c(F)c(F)c(OC)c(F)c3F)cc2s1	-5	3	-5	103	8	-39	-7	-19	7.4	-2
COC(=O)c1ccc(CSc2n[nH]c(-c3ccccc3)n2)o1	2	-4	-1	96	8	3	-4	19	-0.5	1
CCC(C)(NC(=O)c1ccccn1)C(=O)NC1CCCC1 (stereo unspecified)	-5	5	5	104	14	0	1	-4	-0.1	-3
CCOc1cnc(-c2c(-c3c(F)cccc3Cl)noc2C)o1	-7	-1	2	101	15	5	-2	16	-1.1	7
CC1=C(C(=O)OC(C)(C)C)C(c2ccco2)C(C#N)=C(N)O1 (stereo unspecified)	-10	2	-7	104	-12	15	-1	8	-2.5	-2
Cc1ccc(C(=O)NN=Cc2ccc3c(c2)OCO3)cc1	1	3	-9	123	-1	4	0	-16	-0.7	4

A run of entries from the list above:
SMILES	PKA-R2B act	V-ATPase pHluor	PKA-R1A act	DSG3 Ab inh	Arrestin-AP2 inh	OPRM1-OPRD1 inv	DAGLB inh	HTR5A inv ag	OPRM1-OPRD1 ag	HTR5A ag
CCOc1cnc(-c2c(-c3c(F)cccc3Cl)noc2C)o1	-7	-1	2	101	15	5	-2	16	-1.1	7
CC1=C(C(=O)OC(C)(C)C)C(c2ccco2)C(C#N)=C(N)O1 (stereo unspecified)	-10	2	-7	104	-12	15	-1	8	-2.5	-2
Cc1ccc(C(=O)NN=Cc2ccc3c(c2)OCO3)cc1	1	3	-9	123	-1	4	0	-16	-0.7	4

Pulled one by one from the entries so far:
SMILES	PKA-R2B act	V-ATPase pHluor	PKA-R1A act	DSG3 Ab inh	Arrestin-AP2 inh	OPRM1-OPRD1 inv	DAGLB inh	HTR5A inv ag	OPRM1-OPRD1 ag	HTR5A ag
CCCC(=O)Nc1nc2ccc(NC(=O)c3c(F)c(F)c(OC)c(F)c3F)cc2s1	-5	3	-5	103	8	-39	-7	-19	7.4	-2
CCOc1cnc(-c2c(-c3c(F)cccc3Cl)noc2C)o1	-7	-1	2	101	15	5	-2	16	-1.1	7
CCC(C)(NC(=O)c1ccccn1)C(=O)NC1CCCC1 (stereo unspecified)	-5	5	5	104	14	0	1	-4	-0.1	-3
CC1=C(C(=O)OC(C)(C)C)C(c2ccco2)C(C#N)=C(N)O1 (stereo unspecified)	-10	2	-7	104	-12	15	-1	8	-2.5	-2
NCCC(=O)N1c2ccccc2Sc2ccc(Cl)cc21	-10	1	4	119	8	1	0	6	-0.1	-2

(listing goes on)
SMILES	PKA-R2B act	V-ATPase pHluor	PKA-R1A act	DSG3 Ab inh	Arrestin-AP2 inh	OPRM1-OPRD1 inv	DAGLB inh	HTR5A inv ag	OPRM1-OPRD1 ag	HTR5A ag
COc1cc(C(=O)N(C)CC(=O)Nc2cccc(F)c2)ccc1OCc1ccccc1	-3	-8	-4	101	-9	13	-2	-5	-2.7	1
O=C(NCC1CCCO1)c1ccc2c(c1)ncn2-c1cccc(F)c1 (stereo unspecified)	-5	-3	-4	96	-13	19	0	9	-3.8	-2
COc1cccc(Cn2cccc(NC(=O)NC3CCCCC3)c2=O)c1	1	3	2	100	-2	-3	-2	-17	0.5	3
Cc1ccc(NC(=O)CN(C)C(C)C(=O)Nc2ccc(S(=O)(=O)N3CCCC3)cc2)cc1 (stereo unspecified)	-5	8	-5	118	22	-1	0	-23	0.2	2
CCNc1nc(OCCNS(=O)(=O)c2cc(C)ccc2C)nc(N(C)C)n1	-6	3	-7	99	0	6	1	-13	-1.0	-2
COc1ccc(N2CCN(C(=S)Nc3cccc(C)c3C)CC2)cc1	-12	-1	-16	49*	34	4	0	16	-0.6	-1
CCN(CC)S(=O)(=O)c1cccc(NC(=O)COC(=O)c2n[nH]c(=O)c3ccccc23)c1	-4	-3	-4	81	1	9	0	-11	-1.8	4
CCCCCC(=O)NNC(=S)NC(=O)c1cccc([N+](=O)[O-])c1	1	-2	8	102	-12	0	-3	-7	0.0	2
COc1ccc(/C=N/n2c(N)nc(-c3ccccc3)c2-c2ccccc2)cc1	12	3	-6	·	30	-11	-6	5	2.6	-2
O=C(CCCCCN1C(=O)c2ccccc2C1=O)NCc1ccco1	7	2	0	109	-2	8	0	-8	-1.3	3
COc1cc(/C=C2\SC(=S)N(c3cccnc3)C2=O)ccc1O	-9	-1	0	68*	44	-5	3	-1	0.9	0
O=C(O)C1CCC(CNCc2ccccc2Cl)CC1 (stereo unspecified)	4	6	6	·	16	-15	3	-9	2.9	-5
C[C@H](NC(=O)c1ncn2c1C(=O)N[C@@H](C)C2)C(=O)OC(C)(C)C	4	0	0	105	·	·	-3	·	·	·
COC(=O)c1c(NC(=O)/C=C/c2ccc3c(c2)OCO3)sc(C)c1C	-2	0	0	110	-6	-2	-6	-16	0.5	-1
O=C(c1noc2c1CCCC2)N1CCc2c([nH]c3ccccc23)C1c1ccccn1 (stereo unspecified)	-11	-6	2	102	15	13	1	12	-2.5	-4
CCCN(CC(=O)Nc1ccccc1OC)C(=O)c1ccc(S(=O)(=O)Nc2ccccc2OC)cc1	-4	3	4	143	-5	-7	3	1	1.3	0
CC(Sc1ccc([N+](=O)[O-])cn1)C(=O)Nc1nccs1 (stereo unspecified)	-6	1	-16	103	11	1	0	7	-0.1	-3
Nc1ccc(S(=O)C(F)(F)F)cc1 (stereo unspecified)	5	-3	-8	95	8	3	-1	5	-0.7	-2
C/C(=N\O)C(C)NC(=O)c1ccccc1 (stereo unspecified)	-16	-4	-9	·	5	18	-1	11	-3.8	10
C=CCOc1ccc(CNn2nnnc2N)cc1	3	-113	-5	86	7	1	3	21	-0.2	1
Cc1ccc(C(C(=O)NC2CCCC2)N(Cc2ccc3c(c2)OCO3)C(=O)Cc2cccs2)cc1 (stereo unspecified)	0	1	4	90	-4	-43	-7	-9	7.9	3
CCOC(=O)c1c(/N=C/N(C)C)sc(/C=N/Nc2ccccc2)c1-c1ccc(Cl)cc1	-10	-2	0	98	0	-6	-3	-1	0.9	4
Cc1ccc(-c2nn3c(C)nnc3s2)cc1NC(=O)c1ccc(Br)o1	4	-2	11	108	6	14	2	-2	-2.8	1
O=C1C2C3c4ccccc4C(Br)(c4ccccc43)C2C(=O)N1c1ccccc1O (stereo unspecified)	-1	3	9	103	·	4	0	2	-0.7	-1
CN(CC(=O)Nc1ccc(F)c(F)c1F)C(=O)C1CCCCC1	10	-2	3	104	7	10	-3	0	-2.6	4
COC(=O)[C@@H](Cc1ccc(O)cc1)NC(=O)[C@H]1CCC(=O)N1C(=O)OCc1ccccc1	-10	1	4	106	8	8	-4	-4	-1.7	2
C=CCOC(=O)c1sc(NC(=O)c2ccc(OC)cc2)nc1C	-4	1	-2	·	-21	3	-2	8	-0.6	-4
CCN1CCN(CCC(=O)Nc2cc(C)ccc2C)CC1	-8	3	0	128	6	9	2	-14	-1.9	4
O=C(O)c1ccccc1NCc1ccsc1	-8	0	4	94	-5	17	1	0	-3.8	0
O=C(NC(=S)Nc1ccccc1Cl)C1CC1	-4	-4	-3	99	32	22	-3	5	-4.4	-2
CCCNS(=O)(=O)c1ccc(NC(=O)Cc2cccs2)cc1	-9	-2	1	91	7	14	-1	12	-2.6	-3
C/C(=C\c1ccco1)C1C(C#N)=C(N)Oc2n[nH]c(-c3ccccc3)c21 (stereo unspecified)	-2	-1	-7	·	5	18	3	14	-3.5	-4

Sorted by formula weight (falling): part of the list above.
SMILES	PKA-R2B act	V-ATPase pHluor	PKA-R1A act	DSG3 Ab inh	Arrestin-AP2 inh	OPRM1-OPRD1 inv	DAGLB inh	HTR5A inv ag	OPRM1-OPRD1 ag	HTR5A ag
COC(=O)[C@@H](Cc1ccc(O)cc1)NC(=O)[C@H]1CCC(=O)N1C(=O)OCc1ccccc1	-10	1	4	106	8	8	-4	-4	-1.7	2
Cc1ccc(-c2nn3c(C)nnc3s2)cc1NC(=O)c1ccc(Br)o1	4	-2	11	108	6	14	2	-2	-2.8	1
C=CCOC(=O)c1sc(NC(=O)c2ccc(OC)cc2)nc1C	-4	1	-2	·	-21	3	-2	8	-0.6	-4

Hits appear at their usual frequency (roughly 2.4% active in at least one column).
